Screening data: PubChem, several laboratories
DAGLB inh = blocks human DAGLB lipase activity. Q8NCG7. 340,000 compounds, 0.059% hits. inhibition, % at 5.17 µM. HEK293T DAGLB membrane lysate, EnzChek fluorogenic substrate; in the data active means inhibition above about 34%;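 further: 0% = enzyme with vehicle and 100% = wells lacking enzyme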
Target sequence (Q8NCG7 whole entry, looked up): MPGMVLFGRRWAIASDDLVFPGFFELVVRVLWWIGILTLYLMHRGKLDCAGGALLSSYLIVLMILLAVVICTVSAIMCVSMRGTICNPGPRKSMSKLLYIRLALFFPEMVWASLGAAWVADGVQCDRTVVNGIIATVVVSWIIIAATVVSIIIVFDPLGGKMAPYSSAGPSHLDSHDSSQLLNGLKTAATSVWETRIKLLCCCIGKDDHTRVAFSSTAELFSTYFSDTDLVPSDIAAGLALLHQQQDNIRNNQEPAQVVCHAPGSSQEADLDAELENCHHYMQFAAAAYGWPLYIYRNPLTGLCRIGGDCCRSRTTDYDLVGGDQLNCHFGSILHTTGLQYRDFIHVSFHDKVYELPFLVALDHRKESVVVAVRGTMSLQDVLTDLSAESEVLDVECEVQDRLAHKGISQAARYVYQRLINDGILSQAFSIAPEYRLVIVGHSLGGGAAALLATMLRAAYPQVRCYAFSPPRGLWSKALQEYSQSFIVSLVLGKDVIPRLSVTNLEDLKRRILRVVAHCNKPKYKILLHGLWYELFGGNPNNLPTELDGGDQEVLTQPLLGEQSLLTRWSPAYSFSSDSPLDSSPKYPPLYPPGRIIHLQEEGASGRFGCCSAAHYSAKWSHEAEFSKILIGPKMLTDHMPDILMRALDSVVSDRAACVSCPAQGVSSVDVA
C-LANA FP = inhibitors of KSHV LANA C-terminal domain DNA binding; MBP-C-LANA/FAM-LBS DNA binding, fluorescence polarization; inhibition, % at 9 µM; 340,000 compounds, 0.078% hits;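 active means highest replicate inhibition at or above 60% at 9 µM, even if other replicates fall short; inactive means all replicates below 60% inhibition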;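 further: 0% = neutral control wells and 100% = 4 µM acridine orange control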
SR-BI uptake up = activators of SR-BI mediated HDL lipid uptake; CHO ldlA[mSR-BI] cells, DiI-HDL uptake fluorescence, 3 h; 100 = double the neutral-control signal; activation, % at 12.5 µM; 320,000 compounds, 0.096% hits; AID 504775;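 active means mean replicate activation of at least 60% and every replicate at or above 60%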;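 further: 0% = median plate neutral-control signal and 100% = twice that signal; values of inactives mirror those of a sister screen read the other way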
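Material – SR-BI-overexpressing, LDLR-lacking CHO cells · Medium – BSA-supplemented, HEPES-buffered Ham's F12, pH 7.4 · Doses – single concentration · Times – compound with DiI-HDL co-incubation, 3 h at 37 °C · Measured by – bottom-read fluorescence, 550/595 nm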
RTF Ca sens inh = cardiac RTF calcium desensitization. P19429+P45379. IANBD-labeled cardiac RTF, Ca2+ fluorescence. inhibition, % at 7.15 µM. 340,000 compounds, 0.12% hits. AID 493244;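 active means inhibition above the mean inhibition of all tested compounds plus 3 SD, cut at about 17% in these data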;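 further: assay run at fixed EC70 calcium of 1.6 mM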
PvdQ acylase = P. aeruginosa PvdQ acylase inhibition. purified PvdQ acylase, fluorescence plate reader. 340,000 compounds, 0.063% hits. inhibition, % at 10 µM; in the data active means inhibition above about 30%, passing the limit was not always enough;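 further: 0% = vehicle neutral wells and 100% = reference inhibitor wells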
Arrestin-AP2 inh = blocks beta-arrestin peptide binding to AP2 adaptin | FITC-arrestin peptide / GST-AP2 beads, flow cytometry; AP2 beta2 appendage carries R879A mutation | inhibition, % at 10 µM | 340,000 compounds, 0.31% hits | AID 504490;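 active means inhibition above a set limit, near 3 SD of compounds lacking own fluorescence, cut at about 54% in these data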;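 further: plate controls were DMSO wells for no effect and 5 µM unlabelled arrestin peptide for full effect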
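System: GST-tagged AP2 beta2-adaptin appendage (R879A) on 4 µm glutathione beads / Reagent: FITC-arrestin peptide, 50 nM / Detection: HyperCyt-sampled flow cytometry, FL1 channel, ex 488/em 535 nm / Timing: 12 min plus 1 h, RT / Buffer or medium: PBS plus Tween 20 (0.05%) and BSA (0.1%)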
NSD2 HMT inh = blocks human histone methyltransferase NSD2 | O96028 | NSD2 peptide methylation, AlphaScreen, 120 min | inhibition, % at 12.5 µM | 310,000 compounds, 0.54% hits; in the data active means inhibition above about 50%
Keap1 Nrf2 FP = disrupts human Keap1 binding to Nrf2 peptide | Q14145 | Keap1 Kelch-Nrf2 peptide fluorescence polarization, 1536-well | inhibition, % at 9.4 µM | 340,000 compounds, 0.15% hits; in the data active means inhibition above about 12%;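 further: human Keap1 Kelch domain with fluorescein labeled Nrf2 9mer peptide probe; 0% = neutral control wells and 100% = peptide positive control; higher means more block of Keap1 binding to Nrf2 peptide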
SR-BI DiI inh = inhibitors of mouse SR-BI mediated HDL lipid uptake. ldlA[mSR-BI] CHO cells, DiI-HDL uptake fluorescence, 3 h. inhibition, % at 12.5 µM. 320,000 compounds, 0.96% hits;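 active means mean replicate inhibition of at least 70% and a set share of replicates each scoring 70 or more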;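 further: 0% = median of neutral control wells and 100% = median of positive control wells; values of inactives mirror those of a sister screen read the other way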
PKA-R2B act = PKA-R2B complex activation. P22694+P31323. PKA-R2B holoenzyme dissociation, Cy5-IP20 fluorescence polarization; R2B truncated from residue 108, S112A mutant; 0% DMSO only, 100% 113 µM cGMP. activation, % at 11.4 µM. 340,000 compounds, 0.079% hits;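 active means activation above a cutoff set at the mean over all compounds plus 3 SD, cut at about 18% in these data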;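 further: higher means more holoenzyme dissociation and a rise in polarization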
Target sequence (P31323 whole entry, looked up, other chains not shown, the tested form may be a part): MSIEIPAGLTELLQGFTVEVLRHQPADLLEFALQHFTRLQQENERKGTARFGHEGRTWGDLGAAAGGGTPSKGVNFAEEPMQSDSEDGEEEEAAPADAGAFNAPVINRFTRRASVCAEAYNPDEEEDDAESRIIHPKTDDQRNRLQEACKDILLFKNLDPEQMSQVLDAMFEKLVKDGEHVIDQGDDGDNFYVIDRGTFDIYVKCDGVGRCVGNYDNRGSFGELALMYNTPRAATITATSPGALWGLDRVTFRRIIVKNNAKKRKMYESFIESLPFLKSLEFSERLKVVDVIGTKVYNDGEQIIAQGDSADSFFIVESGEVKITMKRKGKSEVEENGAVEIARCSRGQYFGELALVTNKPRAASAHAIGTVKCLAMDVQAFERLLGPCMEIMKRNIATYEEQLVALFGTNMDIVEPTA
An asterisk follows results filed as active; x = not tested or not shown; & = joins results of further samples.

SMILES	DAGLB inh	C-LANA FP	SR-BI uptake up	RTF Ca sens inh	PvdQ acylase	Arrestin-AP2 inh	NSD2 HMT inh	Keap1 Nrf2 FP	SR-BI DiI inh	PKA-R2B act
Cc1cccc(NC(=O)CSc2nccn2Cc2ccco2)c1C	-6	-1.0	x	-3	9	14	1	-3	-10	1
CCN(C(=O)CSc1nnc(-c2ccccc2Cl)n1C1CCCC1)C1CCS(=O)(=O)C1 (stereo not drawn)	0	-0.1	15	-5	-7	-9	-2	5	-15	-3
O=C1NC(C(=O)O)=CC(c2cccc(Cl)c2Cl)N1 (stereo not drawn)	-1	1.0	8	-2	5	2	x	-1	-8	5
C=CCc1cc(/C=C/c2nc(O)c([N+](=O)[O-])c(=O)[nH]2)cc(OC)c1O	6	9.0	9	-3	-4	4	78*	-2	-9	7
COCCn1c(SCC(=O)NC2CC2)nc2ccccc21	-2	-0.7	4	-9	-13	-4	-6	-5	-4	-10
O=C(Nc1cccc(C(F)(F)F)c1)c1csc(-c2ccncc2)n1	-12	-1.8	-9	1	7	10	-4	-1	9	-2
COc1ccc(NC(=O)C2CCCN(c3cc(C)nc4ncnn34)C2)cc1 (stereo not drawn)	1	-0.2	17	-5	12	-9	41	-1	-17	0
CCCN(CCC)CCCNC(=O)c1cn(CCOC)c(=O)c2c1c1ccccc1n2C	1	-0.2	4	-1	-15	8	31	-1	-4	-3
O=[n+]1c2c(n([O-])c3cc(F)c(N4CCCC4)cc31)CCC2	-5	38	-11	-87	5	8	x	-11	11	-19
CC1CN(C(NC(=O)C(C)(C)C)C(Cl)(Cl)Cl)CC(C)O1 (stereo not drawn)	-1	1.8	8	-11	-20	4	-3	-5	-8	7
CC(=O)c1ccc(NC(=O)COc2ccccc2C(=O)Nc2ccccc2)cc1	-3	1.4	-17	-1	-15	-9	-3	5	17	0
C/C(=N\O)C(=O)NCC1CCNCC1	-1	-0.2	-3	-6	-7	6	0	-1	3	3
Cc1ccc(NC(=O)CSCC(=O)Nc2ccccc2N2CCCC2)cc1	-2	0.7	-16	-6	-11	-5	3	-6	16	-7
COc1cc(C(=S)N2CCCCC2)ccc1OCC(=O)N1CCCC1	-1	-2.0	-20	-4	-9	1	-1	-3	20	10
CCOc1ccc([N+](=O)[O-])c(N)c1	-2	-2.4	43	-4	24	12	1	-3	-43	-15
Cc1c(NC(=O)c2cc(-c3ccco3)on2)c(=O)n(-c2ccccc2)n1C	-1	-1.8	12	1	-1	22	6	-2	-12	2
COc1cc(C(=O)OCC(=O)Nc2c(F)c(F)c(F)c(F)c2F)cc(OC)c1OC	-5	-1.1	-33	-12	-9	4	-8	0	33	-3
O=C(NCc1ccc2c(c1)OCO2)C1CCN(S(=O)(=O)c2cccs2)CC1	0	0.0	-3	-6	-5	-6	-1	3	3	-2
CCOc1cccc2cc(C(=O)N3CCN(C/C=C/c4ccccc4)CC3)c(=O)oc12	0	-1.1	-19	3	6	39	4	-1	19	-6
Cc1cccc(NC(=O)COC(=O)CCCC2=NS(=O)(=O)c3ccccc3N2)c1	1	1.0	2	-7	-18	-3	2	-3	-2	-2
O=C(NC(=S)Nc1c(F)cc(F)cc1Br)c1ccc2c(c1)OCCO2	-4	0.2	7	-13	-17	15	x	-7	-7	5
CC1(C)CC(=O)C(N=Nc2ccc(Cl)cc2)=C(O)C1	0	0.6	40	-4	-11	-2	1	-7	-40	8
CC(CNC(=O)CCS(=O)(=O)c1ccc2c(c1)oc(=O)n2C)c1ccccc1 (stereo not drawn)	-3	-0.2	1	-6	-10	2	x	-7	-1	7
NC(=O)c1ccc(NC(=O)C2CCCC2)cc1	2	-0.7	16	-8	-7	26	-1	0	-16	-4
c1ccc(C(Cc2nc(-c3cccnc3)no2)c2ccccc2)cc1	1	-1.0	-14	9	8	8	-3	-8	14	5
Cc1noc(C)c1S(=O)(=O)N(C)C[C@H]1Oc2c(NC(=O)NC3CCCCC3)cccc2C(=O)N([C@H](C)CO)C[C@@H]1C	0	0.4	7	2	-16	1	x	-6	-7	8
Cc1ccc(C(c2nnnn2CC2CCCO2)N2CCN(c3cccc(C)c3C)CC2)cc1 (stereo not drawn)	-14	-1.4	-46	-3	-3	25	1	3	46	-2
Cc1ccc(C(=O)Nc2cccc(C(F)(F)F)c2)cc1NC(=O)c1csc(-c2ccncc2)n1	-2&-5	2.3	-84	1	-10	-7	x	2	84*	-8&-14
CC1CN(C(=O)CCNS(=O)(=O)c2ccc(Br)cc2)CC(C)O1 (stereo not drawn)	-1	0.5	14	-11	-10	0	-1	-4	-14	5
COc1ccc(/C=C/C(=O)O)cc1S(=O)(=O)N1CCCC1	0	2.7	12	-1	-1	3	0	1	-12	-6

3 compounds already listed, sorted by the number in PKA-R2B act, falling.
smiles	DAGLB inh	C-LANA FP	SR-BI uptake up	PvdQ acylase	Arrestin-AP2 inh	NSD2 HMT inh	Keap1 Nrf2 FP	SR-BI DiI inh	PKA-R2B act
O=C(NC(=S)Nc1c(F)cc(F)cc1Br)c1ccc2c(c1)OCCO2	-4	0.2	7	-17	15	x	-7	-7	5
Cc1ccc(C(c2nnnn2CC2CCCO2)N2CCN(c3cccc(C)c3C)CC2)cc1 (stereo not drawn)	-14	-1.4	-46	-3	25	1	3	46	-2
NC(=O)c1ccc(NC(=O)C2CCCC2)cc1	2	-0.7	16	-7	26	-1	0	-16	-4

Following part.
SMILES	DAGLB inh	C-LANA FP	SR-BI uptake up	RTF Ca sens inh	PvdQ acylase	Arrestin-AP2 inh	NSD2 HMT inh	Keap1 Nrf2 FP	SR-BI DiI inh	PKA-R2B act
NC(=O)COC(=O)c1cccc(S(=O)(=O)N2CCCc3ccccc32)c1	0	0.1	-8	-10	-18	-5	0	-1	8	-16
CCOC(=O)C1=C(C)NC(C)=C(C(=O)OCC)C1c1ccco1	-2	0.1	-2	-1	-17	5	-1	-4	2	2
O/N=C1\CCSc2ccc(F)cc21	0	-0.8	5	4	5	9	23	-1	-5	7
CS(=O)(=O)N(CC(=O)N1CCCC1)Cc1ccc(F)cc1	0	3.4	-3	-2	-5	14	-4	1	3	8
COC(=O)c1c(C)cc(C)n2c1nc1ccccc12	1	3.3	24	6	-4	3	-3	0	-24	0
C/C(=N\N=C(/N)c1nonc1N)c1ccc2c(c1)OCO2	-6	0.5	-25	1	-6	-9	0	-2	25	-14
O=C(COC(=O)/C=C/c1c(F)cccc1Cl)NCC1CCCO1 (stereo not drawn)	-5	-0.1	25	0	9	2	-2	-1	-25	-12
C=Cn1cc[n+](CC(=O)c2ccc(OC)cc2)c1	0	-1.1	45	-2	-3	-7	1	-3	-45	-6
COc1ccc(S(=O)(=O)NC2(C(F)(F)F)N=C(c3ccccc3)NC2=O)cc1 (stereo not drawn)	-1	-0.7	22	-3	-10	-5	-1	-3	-22	-8
O=C(NC(=S)Nc1ccccc1N1CCOCC1)c1cccc([N+](=O)[O-])c1	-13	1.4	-56	5	-9	8	2	0	56	-11
CC(C)CC(=O)NC(=S)Nc1cc(C(=O)O)ccc1Cl	1	-0.1	15	-8	-10	-2	-2	-1	-15	-1
CC(C)N(C(=O)Cn1cc(S(=O)(=O)CC(=O)Nc2ccccc2)c2ccccc21)C(C)C	1	-0.4	-54	6	-15	8	2	-3	54	-4
Cc1ccc(S(=O)(=O)n2cc(CO)c3ccccc32)cc1	-2	-9.0	-3	-2	-6	-2	34	-3	3	-3
CCC1(C)COC(C)(CC(=O)NNC(=O)Nc2ccccc2)OC1 (stereo not drawn)	0	0.2	8	3	-5	2	-2	0	-8	-3
Cc1ccc(SCCN2CCN(CCc3ccccc3)CCC2=O)cc1	-3	2.0	12	0	1	15	x	-2	-12	-2
Nc1ccc(-n2nncc2-c2ccco2)cc1	2	-0.3	-7	-10	-10	5	0	-3	7	10
CCOC(=O)c1c(NC(=O)C2CCCO2)sc2c1CCC2 (stereo not drawn)	-13	-2.1	-20	-1	-9	0	1	-4	20	-9
COc1ccc(NC(=O)C(NC(=O)OC(C)(C)C)C(C)OCc2ccccc2)cc1 (stereo not drawn)	-3	0.2	10	2	-3	4	-1	-3	-10	-2
CCOC(=O)C1CCN(C(=O)C(C)Oc2ccc(Br)cc2)CC1 (stereo not drawn)	-2	0.8	-8	-6	-10	-10	-6	-6	8	-6
CC(C)(C)c1ccc(C(=O)NNC(=S)NC(=O)c2cccnc2)cc1	2	-1.3	-24	-2	-11	-4	x	-5	24	8
Cc1ccc(Nc2ncnc(N)n2)cc1C	1	3.1	37	9	-23	-7	2	-4	-37	-1
O=C(N/N=C\c1ccc(-c2ccc([N+](=O)[O-])cc2)o1)c1ccc2c(c1)OCO2	1	-1.6	-15	-3	-15	6	-2	-6	15	-7
CCOc1ccc(S(=O)(=O)Nc2nc3ccccc3nc2Nc2ccc(N3CCOCC3)cc2)cc1	14	0.4	-31	-27	-2	45	5	0	31	-1
C[C@@H](NCCCn1ccc(NC(=O)OCc2ccccc2)nc1=O)c1cccc2ccccc12	-2	-0.8	-7	-4	10	15	x	1	7	-2
O=C(NCCCN1CCOCC1)c1cc(-c2ccc(Br)cc2)nc2ccccc12	2	0.0	-36	-8	-7	-2	3	3	36	2
CCOC(=O)C1CCN(CC(=O)Nc2cc(S(=O)(=O)N3CCCCC3)ccc2Cl)CC1	-8	-1.1	-14	7	4	17	0	-1	14	-2
CC(C)C(c1nnnn1C1CCCC1)N1CCOCC1 (stereo not drawn)	1	0.0	18	-8	-10	2	1	0	-18	-1
Cc1ccc(SCc2[nH]nc3c2C(c2cccnc2)C(C#N)=C(N)O3)cc1 (stereo not drawn)	2	1.4	-68	5	-7	11	4	-2	68	-1
Cc1cc(NC(=O)CSc2nnnn2-c2ccc(C)c(Cl)c2)no1	-2	0.1	x	2	5	33	19	-3	x	-5
CC(C)N(C(=O)Cn1cc(SCC(=O)NCC2CCCO2)c2ccccc21)C(C)C (stereo not drawn)	0	x	0	-4	22	7	-1	x	0	1
Cc1c(C#N)c2ccccc2n1CC(=O)NCCc1c[nH]c2ccccc12	-8	0.4	-20	-7	-5	0	x	3	20	0
CN(c1ccccc1)c1nc(N)c([N+](=O)[O-])c(NC2CCCCC2)n1	-2	1.6	-34	-2	-14	-13	1	-2	34	-12
COc1ccccc1CNCC(O)Cn1c2ccccc2c2ccccc21 (stereo not drawn)	-4	-0.8	7	-18	4	30	x	2	-7	-2
CCCCn1nnnc1NCc1ccc(N(CC)CC)cc1	-2	0.8	3	-3	-2	-11	2	4	-3	3
O=C(CN(CCO)c1ccccc1)Nc1ccc(Cl)c(S(=O)(=O)N2CCOCC2)c1	-1	-1.0	-6	-8	-6	-4	-8	0	6	-7
CC(C)C(=O)Nc1c(-c2cccs2)c(=O)c2ccccc2n1C	-3	1.8	3	-11	-14	-5	0	0	-3	6
